Assay outcomes deposited in PubChem by several laboratories.
Candida biofilm: clotrimazole potentiators killing Candida biofilms, primary screen, with clotrimazole, Alamar Blue; AID 834, 2007; inhibition, % at 6 µM; actives 0.14% (n = 85,000); C. albicans biofilm + clotrimazole;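 active means inhibition above 20%; inactive means inhibition below 20%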;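 further: preformed 24 hr biofilms exposed to compound for 48 hr; 0% = biofilm without compound and 100% = blank killed by clotrimazole plus chlorhexidine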
sEH inhibitor: soluble epoxide hydrolase inhibitors, primary screen, biochemical, human sEH | Bifunctional epoxide hydrolase 2 (Homo sapiens), P34913 | recombinant human sEH enzymatic activity assay | inhibition, % at 2 µM | actives 0.34% (n = 91,000) | AID 707, 2007; in the data active means inhibition above about 80%; further: values of inactives mirror those of a sister screen read the other way; many of its hits are not listed in these tables
sEH activator: soluble epoxide hydrolase activators, primary screen, biochemical, human sEH. Bifunctional epoxide hydrolase 2 (Homo sapiens), P34913. purified human sEH enzymatic activity, activator screen. activation, % at 2 µM. actives 0.04% (n = 91,000); in the data active means activation above about 37%; further: values of inactives mirror those of a sister screen read the other way
F-actin modifier: modifiers of F-actin cytoskeleton organization, primary screen, imaging, HUVEC, phalloidin staining, high-content imaging; HUVEC TNFa F-actin phalloidin imaging; inhibition, % at 2 µM; actives 0.18% (n = 91,000); AID 836, 2007;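 active means inhibition above the batch mean plus 3 SD and confirmed as a hit by visual image inspection, cut at about 30% in these data, passing the limit was not always enough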; further: strong numbers were not always called active
VCAM1 TNFa inh: inhibitors of TNFa-induced VCAM1 expression, primary screen, imaging, HUVEC, TNFa stimulus, immunofluorescence; inhibition, % at 2 µM; actives 0.48% (n = 95,000); AID 802, 2007; HUVEC TNFa-induced VCAM-1 immunofluorescence, high-content imaging;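 active means inhibition above the batch mean plus 3 SD, with images confirmed as a hit by eye, cut at about 37% in these data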;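 further: 0% = TNF-stimulated DMSO wells and 100% = unstimulated control wells; not every result past the cut was called active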
HUVEC tox TNFa: cytotoxicity in TNFa-stimulated HUVEC, primary screen, cytotoxicity control for VCAM1 expression modulator project, imaging, Hoechst nuclei count; HUVEC TNFalpha-stimulated, Hoechst cell count; cell count reduction, % at 2 µM; AID 848, 2007; actives 0.17% (n = 93,000);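 active means cell count reduction exceeding the screen mean by over 5 SD, scaled to untreated wells per plate, cut at about 78% in these data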;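 further: cells counted after 24 h of TNF alpha exposure following the 1 h pretreatment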
HUVEC tox IL1B: cytotoxicity in IL-1B stimulated HUVEC, primary screen, cytotoxicity control for IL-1B NFkB translocation project, imaging, Hoechst nuclear count, IL-1B stimulus; actives 0.41% (n = 94,000); HUVEC cell count loss; cell count reduction, % at 2 µM;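 active means cell count reduction more than 3 SD above the screen-wide mean, cut at about 70% in these data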;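 further: normalized per plate to untreated control cells as the no-loss baseline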
ERb coact inh: inhibitors of ERβ-SRC1 coactivator interaction, primary screen, biochemical, TR-FRET, ERβ LBD, SRC-1 peptide | Estrogen receptor beta (Homo sapiens), Q92731 | TR-FRET ER-beta LBD / SRC1-Cy5 peptide binding; receptor agonist-loaded with 1 µM estradiol | inhibition, % at 25.6 µM | actives 1.3% (n = 86,000);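 active means compounds whose percent inhibition of the receptor-coactivator binding signal exceeds about 50% in the single-dose screen, limit read from the data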;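 further: 0% = receptor plus peptide wells without compound and 100% = peptide-only wells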
Target sequence (Q92731 whole entry, looked up, the tested form may be a part): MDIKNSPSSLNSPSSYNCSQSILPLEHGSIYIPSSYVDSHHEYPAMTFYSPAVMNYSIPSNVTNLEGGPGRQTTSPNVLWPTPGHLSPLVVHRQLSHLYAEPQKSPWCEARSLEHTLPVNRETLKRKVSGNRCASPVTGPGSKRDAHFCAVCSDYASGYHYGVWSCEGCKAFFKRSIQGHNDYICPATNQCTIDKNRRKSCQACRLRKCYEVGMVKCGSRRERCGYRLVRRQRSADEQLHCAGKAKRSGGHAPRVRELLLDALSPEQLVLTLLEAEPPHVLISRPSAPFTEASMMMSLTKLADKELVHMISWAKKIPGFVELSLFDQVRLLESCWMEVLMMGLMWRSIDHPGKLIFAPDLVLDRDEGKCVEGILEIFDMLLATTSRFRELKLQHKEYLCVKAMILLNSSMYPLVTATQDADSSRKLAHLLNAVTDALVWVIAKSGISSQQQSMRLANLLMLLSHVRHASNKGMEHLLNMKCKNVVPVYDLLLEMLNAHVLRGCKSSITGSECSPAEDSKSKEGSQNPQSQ
Smad3 FoxH1 inh: Smad3/FoxH1 peptide binding inhibitors, primary screen, biochemical, TR-FRET | Mothers against decapentaplegic homolog 3 (Homo sapiens), P84022 | TR-FRET Smad3/Dy647-FoxH1 peptide binding, europium anti-His | inhibition, % at 25 µM | actives 0.29% (n = 88,000) | AID 630, 2007;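 active means compounds that reduce the energy-transfer binding signal between the protein and its labelled peptide by more than half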;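 further: 0% = Smad3 plus labelled peptide maximal FRET and 100% = peptide-only background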
Target sequence (P84022 whole entry, looked up): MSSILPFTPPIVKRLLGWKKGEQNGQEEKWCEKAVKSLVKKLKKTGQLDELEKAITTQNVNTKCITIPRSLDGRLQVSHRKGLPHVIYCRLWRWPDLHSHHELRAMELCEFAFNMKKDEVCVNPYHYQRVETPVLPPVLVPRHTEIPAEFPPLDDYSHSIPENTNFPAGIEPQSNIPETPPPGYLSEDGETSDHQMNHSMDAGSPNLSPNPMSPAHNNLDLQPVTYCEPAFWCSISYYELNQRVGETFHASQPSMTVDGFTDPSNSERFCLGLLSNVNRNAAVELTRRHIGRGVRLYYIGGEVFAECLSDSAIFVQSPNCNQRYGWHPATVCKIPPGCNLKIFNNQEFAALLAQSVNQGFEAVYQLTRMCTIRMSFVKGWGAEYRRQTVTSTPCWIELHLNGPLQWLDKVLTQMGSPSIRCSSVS
Active calls of the source: *; [ ] = remark or other dose. These rows are one share of the data, so the mix of outcomes need not match the whole.

Results for N#CCCN(Cc1cccnc1)C(=O)Nc1ccccc1 ?
Candida biofilm: -1; sEH inhibitor: -22; sEH activator: 18; VCAM1 TNFa inh: 8; HUVEC tox TNFa: 8; HUVEC tox IL1B: 9; ERb coact inh: -4; Smad3 FoxH1 inh: 2

Results for CCn1c(-c2ccccc2)c[nH]c1=S ?
Candida biofilm: 6; sEH inhibitor: 8; sEH activator: -8; F-actin modifier: 7; VCAM1 TNFa inh: 14; HUVEC tox TNFa: -21; HUVEC tox IL1B: -13; ERb coact inh: -15; Smad3 FoxH1 inh: 10

Results for CC1CCCN(C(=O)C2CCCN(S(=O)(=O)c3cccc4nsnc34)C2)C1 (stereo unspecified) ?
Candida biofilm: 2; sEH inhibitor: -10; sEH activator: 10; VCAM1 TNFa inh: 1; HUVEC tox TNFa: -10; HUVEC tox IL1B: 8; ERb coact inh: 0[fluorescence artefact?]; Smad3 FoxH1 inh: 8

Results for COc1ccccc1NC(=O)c1ccc(S(=O)(=O)N2CCOCC2)cc1 ?
Candida biofilm: 5; sEH inhibitor: 18; sEH activator: -15; F-actin modifier: -7; VCAM1 TNFa inh: 11; HUVEC tox TNFa: -23; HUVEC tox IL1B: -15; ERb coact inh: -9[fluorescence artefact?]; Smad3 FoxH1 inh: 6

What do the screens show for `CCOC(=O)CSC1=C(C#N)C(c2ccccc2OCC)C(C(=O)OCC)C(=O)N1` (stereo unspecified)?
Candida biofilm: 4; F-actin modifier: 3; VCAM1 TNFa inh: 7; HUVEC tox TNFa: -21; HUVEC tox IL1B: 8; ERb coact inh: -3; Smad3 FoxH1 inh: 1

How did Cc1cc(Oc2ccccc2)nc(SCC(N)=O)n1 do in these assays?
Candida biofilm: 9; sEH inhibitor: 0; sEH activator: 0; F-actin modifier: 1; VCAM1 TNFa inh: 3; HUVEC tox TNFa: -2; HUVEC tox IL1B: -27; ERb coact inh: -2; Smad3 FoxH1 inh: -1

What do the screens show for `Cc1cc(N2CCN(C)CC2)n2cc(-c3ccc(F)cc3)nc2n1`?
sEH inhibitor: 2; sEH activator: -2; F-actin modifier: 13; VCAM1 TNFa inh: 0; HUVEC tox TNFa: -37; HUVEC tox IL1B: -6

What do the screens show for `O=C(CN(CC1CCCO1)C(=O)CCC(=O)Nc1nccs1)NCC1CCCO1` (stereo unspecified)?
Candida biofilm: 4; sEH inhibitor: -13; sEH activator: 12; F-actin modifier: 48; VCAM1 TNFa inh: 2; HUVEC tox TNFa: 3; HUVEC tox IL1B: 33; ERb coact inh: -16; Smad3 FoxH1 inh: 0

How did CCOC(=O)C1=C(C)NC(C)=C(C(=O)OCC)C1c1ccc(O)cc1 do in these assays?
Candida biofilm: 8; sEH inhibitor: 14; sEH activator: -10; F-actin modifier: 20; VCAM1 TNFa inh: 27; HUVEC tox TNFa: -11; HUVEC tox IL1B: 4; ERb coact inh: 2; Smad3 FoxH1 inh: 3

What do the screens show for `Cc1cc(-c2nc3ncccc3o2)ccc1NC(=O)CC(C)C`?
sEH inhibitor: -12; sEH activator: 12; F-actin modifier: 5; VCAM1 TNFa inh: 3; HUVEC tox TNFa: -20; HUVEC tox IL1B: -22

Results for CCC(c1c(C)n(C)n(-c2ccccc2)c1=O)c1c(C)n(C)n(-c2ccccc2)c1=O ?
Candida biofilm: 12; sEH inhibitor: -13; sEH activator: 11; F-actin modifier: -10; VCAM1 TNFa inh: 10; HUVEC tox TNFa: 6; HUVEC tox IL1B: -20; ERb coact inh: 3; Smad3 FoxH1 inh: 3

What do the screens show for `COc1ccccc1OCCSc1ncnc2nc[nH]c12`?
Candida biofilm: 1; sEH inhibitor: -10; sEH activator: 10; F-actin modifier: 7; VCAM1 TNFa inh: -10; HUVEC tox TNFa: -5; HUVEC tox IL1B: 18; ERb coact inh: -5; Smad3 FoxH1 inh: 3

How did CCC(C)c1ccc(OCCN2CCCC2)cc1 (stereo unspecified) do in these assays?
Candida biofilm: -3; sEH inhibitor: -6; sEH activator: 3; F-actin modifier: 15; VCAM1 TNFa inh: 20; HUVEC tox TNFa: -12; HUVEC tox IL1B: -16; ERb coact inh: 2; Smad3 FoxH1 inh: 12

Results for CCC(C)(C)n1nnnc1C(c1ccncc1)N1CCC(C)CC1 (stereo unspecified) ?
Candida biofilm: 6; sEH inhibitor: 8; sEH activator: -3; F-actin modifier: 14; VCAM1 TNFa inh: 1; HUVEC tox TNFa: -26; HUVEC tox IL1B: -1; ERb coact inh: -9; Smad3 FoxH1 inh: 9

What do the screens show for `Cc1nnc(SCC(=O)NCc2ccc3c(c2)OCO3)s1`?
Candida biofilm: 5; sEH inhibitor: 0; sEH activator: 1; F-actin modifier: 0; VCAM1 TNFa inh: -8; HUVEC tox TNFa: 4; HUVEC tox IL1B: 1; ERb coact inh: -5; Smad3 FoxH1 inh: 7

Results for O=C(CN1CCN(c2ccc(Cl)cc2)CC1)c1ccc2c(c1)OCO2 ?
Candida biofilm: 3; sEH inhibitor: 10; sEH activator: -10; F-actin modifier: -22; VCAM1 TNFa inh: 12; HUVEC tox TNFa: 24; HUVEC tox IL1B: 2; ERb coact inh: -12; Smad3 FoxH1 inh: 2

What do the screens show for `COc1ccc(S(=O)(=O)NCCSCc2cccc(C)c2)cc1Br`?
sEH inhibitor: 8; sEH activator: -6; F-actin modifier: -2; VCAM1 TNFa inh: 16; HUVEC tox TNFa: -14; HUVEC tox IL1B: -13

What do the screens show for `O=C(c1cnn2c(C(F)F)cc(C3CC3)nc12)N1CCc2ccccc2C1`?
Candida biofilm: 2; sEH inhibitor: -4; sEH activator: 0; F-actin modifier: -1; VCAM1 TNFa inh: -8; HUVEC tox TNFa: -5; HUVEC tox IL1B: -28; ERb coact inh: -6; Smad3 FoxH1 inh: 1

Results for O=C(CCc1ccc(S(=O)(=O)N2CCOCC2)cc1)OCc1nc2ccccc2s1 ?
Candida biofilm: -4; sEH inhibitor: 8; sEH activator: -5; F-actin modifier: 11; VCAM1 TNFa inh: 9; HUVEC tox TNFa: -23; HUVEC tox IL1B: -8; ERb coact inh: 1; Smad3 FoxH1 inh: 0

Results for O=C(NN1C(=O)C2C3C=CC(C4CC34)C2C1=O)c1ccc(Cl)cc1Cl (stereo unspecified) ?
sEH inhibitor: -12; sEH activator: 10; F-actin modifier: -5; VCAM1 TNFa inh: -1; HUVEC tox TNFa: -21; HUVEC tox IL1B: 14

Results for Cc1cc(=O)[nH]c(SCC(=O)c2ccc(C(C)C)cc2)n1 ?
sEH inhibitor: 17; sEH activator: -17; F-actin modifier: -17; VCAM1 TNFa inh: 20; HUVEC tox TNFa: 11; HUVEC tox IL1B: 11

How did Cc1ccc(CC(=O)N2CCN(c3cccc(C(F)(F)F)c3)CC2)cc1 do in these assays?
Candida biofilm: 4; sEH inhibitor: 4; sEH activator: -4; F-actin modifier: 4; VCAM1 TNFa inh: 9; HUVEC tox TNFa: -31; HUVEC tox IL1B: 12; ERb coact inh: -8; Smad3 FoxH1 inh: -6

Results for C=CCSc1nc2c(cnn2-c2ccc(C)c(C)c2)c(=O)[nH]1 ?
Candida biofilm: 1; F-actin modifier: 18; VCAM1 TNFa inh: 5; HUVEC tox TNFa: -36; HUVEC tox IL1B: -10; ERb coact inh: 40; Smad3 FoxH1 inh: 7

Results for O=C(O)c1cc2nc(-c3ccc(F)cc3)cc(C(F)(F)F)n2n1 ?
sEH inhibitor: -5; sEH activator: 3; HUVEC tox IL1B: -5; ERb coact inh: 36; Smad3 FoxH1 inh: 5

What do the screens show for `CCOC(=O)C1=NNC(C(=O)c2ccc(C)cc2)C1c1ccc(OC)cc1` (stereo unspecified)?
Candida biofilm: 5; sEH inhibitor: 9; sEH activator: -10; F-actin modifier: 12; VCAM1 TNFa inh: -17; HUVEC tox TNFa: -20; HUVEC tox IL1B: 4; ERb coact inh: 6; Smad3 FoxH1 inh: -8

How did CSC1=NC(NCCCO)c2c(sc3c2CC(C)(C)OC3)N1 (stereo unspecified) do in these assays?
Candida biofilm: 3; sEH inhibitor: 8; sEH activator: -7; F-actin modifier: 4; VCAM1 TNFa inh: -2; HUVEC tox TNFa: -42; HUVEC tox IL1B: -25; ERb coact inh: -3; Smad3 FoxH1 inh: -2

What do the screens show for `COc1ccc(N2CCN(C(=O)c3ccc(OCC4CCCO4)cc3)CC2)cc1` (stereo unspecified)?
Candida biofilm: -2; F-actin modifier: -14; VCAM1 TNFa inh: 0; HUVEC tox TNFa: -19; HUVEC tox IL1B: -5; ERb coact inh: -16[fluorescence artefact?]; Smad3 FoxH1 inh: -22

How did O=C1CCCc2nc(N3CCCCC3)sc21 do in these assays?
Candida biofilm: 0; sEH inhibitor: -16; sEH activator: 20; F-actin modifier: 13; VCAM1 TNFa inh: -19; HUVEC tox TNFa: -22; HUVEC tox IL1B: -32; ERb coact inh: -2; Smad3 FoxH1 inh: 7

How did N#Cc1ccc(NC(=O)C2CC(c3ccc(F)cc3)=NO2)cc1 (stereo unspecified) do in these assays?
Candida biofilm: 2; sEH inhibitor: -3; sEH activator: 5; F-actin modifier: -43; VCAM1 TNFa inh: -6; HUVEC tox TNFa: 4; HUVEC tox IL1B: 19; ERb coact inh: 4; Smad3 FoxH1 inh: -5

Results for CSCC[C@@H](C(=O)Nc1ccc2c(c1)OCCO2)N1Cc2ccccc2C1=O ?
Candida biofilm: 13; F-actin modifier: -9; VCAM1 TNFa inh: 6; HUVEC tox TNFa: -26; HUVEC tox IL1B: -5; ERb coact inh: -5; Smad3 FoxH1 inh: -3

How did CCOC(=O)Cc1csc(NC(=O)c2ccncc2)n1 do in these assays?
Candida biofilm: 8; F-actin modifier: -16; VCAM1 TNFa inh: -10; HUVEC tox TNFa: -1; HUVEC tox IL1B: -8; ERb coact inh: -5; Smad3 FoxH1 inh: -4

A draw from above in order of formula weight, lowest first.
How did O=C1CCCc2nc(N3CCCCC3)sc21 do in these assays?
Candida biofilm: 0; sEH inhibitor: -16; sEH activator: 20; F-actin modifier: 13; VCAM1 TNFa inh: -19; HUVEC tox TNFa: -22; HUVEC tox IL1B: -32; ERb coact inh: -2; Smad3 FoxH1 inh: 7

How did CCC(C)c1ccc(OCCN2CCCC2)cc1 (stereo unspecified) do in these assays?
Candida biofilm: -3; sEH inhibitor: -6; sEH activator: 3; F-actin modifier: 15; VCAM1 TNFa inh: 20; HUVEC tox TNFa: -12; HUVEC tox IL1B: -16; ERb coact inh: 2; Smad3 FoxH1 inh: 12

How did CCOC(=O)C1=C(C)NC(C)=C(C(=O)OCC)C1c1ccc(O)cc1 do in these assays?
Candida biofilm: 8; sEH inhibitor: 14; sEH activator: -10; F-actin modifier: 20; VCAM1 TNFa inh: 27; HUVEC tox TNFa: -11; HUVEC tox IL1B: 4; ERb coact inh: 2; Smad3 FoxH1 inh: 3
